Pf growth 96h – inhibits malaria parasite growth, 96 h | 320,000 tested, 6.9% active | Potency, µM (top dose mostly 28.7 µM), for the others: at the highest dose activity change, negative = inhibition, actives largely listed as inhibitors | P. falciparum luciferase reporter growth, 96 h; also: potency is read from the fitted curve at half-maximal effect; % is scaled to controls: 0 for no effect and ±100 for the full control effect
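96 h incubation, 37 C, 5% CO2, of luciferase-reporter P. falciparum-infected RBCs (2% hematocrit, 0.05% parasitemia final) with test compounds; endpoint luminescence.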
Pf growth 48h – P. falciparum growth inhibition at 48 hours (one generation) | 310,000 tested, 5.9% active | Potency, µM (doses to about 28.7 µM), for the others: at the top dose activity change, negative = inhibition, usual class: inhibitors | P. falciparum luciferase growth in erythrocytes, 48 h; also: potency is read from the fitted curve at half-maximal effect; % is scaled to controls: 0 for no effect and ±100 for the full control effect
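First compound was added to culture medium, then infected red cells at 0.1% parasitemia and 2% hematocrit (final). After incubation at 37 C under 5% CO2, luciferase detection reagent was dispensed and light output recorded.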
LmPK inhibitor – inhibitors of Leishmania mexicana pyruvate kinase. Q27686. purified LmPK, Kinase-Glo ATP luminescence, 1 h. Potency, µM (titrated, usually from 57.5 µM), inactives show top-dose activity change, negative = inhibition, actives largely listed as inhibitors. 290,000 tested, 0.37% active. AID 1721; also: potency is read from the fitted curve at half-maximal effect; % is scaled to controls: 0 for no effect and ±100 for the full control effect
Target sequence (Q27686 whole entry, looked up): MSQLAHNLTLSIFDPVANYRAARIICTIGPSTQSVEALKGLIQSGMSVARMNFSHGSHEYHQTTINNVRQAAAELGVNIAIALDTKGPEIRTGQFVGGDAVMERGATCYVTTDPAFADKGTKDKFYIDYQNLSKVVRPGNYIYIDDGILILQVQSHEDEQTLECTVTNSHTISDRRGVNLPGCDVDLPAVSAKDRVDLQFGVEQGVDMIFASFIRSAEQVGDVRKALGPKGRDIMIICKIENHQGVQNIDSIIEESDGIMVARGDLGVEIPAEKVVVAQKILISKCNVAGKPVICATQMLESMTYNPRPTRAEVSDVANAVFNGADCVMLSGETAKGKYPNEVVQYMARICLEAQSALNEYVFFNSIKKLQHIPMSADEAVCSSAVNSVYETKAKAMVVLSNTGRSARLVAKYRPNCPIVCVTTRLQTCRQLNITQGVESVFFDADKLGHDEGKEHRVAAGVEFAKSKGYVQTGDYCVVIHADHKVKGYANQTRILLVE
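qHTS format; LmPK 0.1 nM; substrates PEP 0.5 mM and ADP 0.1 mM. One-hour room-temperature incubation, then coupled luciferase luminescence; 0.5 nM enzyme wells mark activation.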
Tb PYK inh – blocks Trypanosoma brucei pyruvate kinase; TbPYK enzyme, Kinase-Glo Plus ATP luminescence, 45 min; Potency, µM (series often up to 76.8 µM), for the others: at the highest dose activity, negative = inhibition, usual class: inhibitors; 410,000 tested, 0.12% active; also: potency is read from the fitted curve at half-maximal effect; % is scaled to controls: 0 for no effect and ±100 for the full control effect; nearly all actives have a fitted effect of over 50% in size
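Readout: single end-point luminescence (Kinase-Glo Plus, 10 min). Reaction conditions were TbPYK/substrate plus 130 uM ADP, 45 min at RT, pH 7.2 TEA buffer. No-enzyme wells served as controls, and data were normalized before concentration-response fitting.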
HCV inhibitor – blocks hepatitis C virus; Huh7.5.1 HCVcc-Cre infection, luciferase reporter, 44 h; Potency, µM (titrated, usually from 41.8 µM), for the others: top-dose activity change, negative = inhibition, actives largely listed as inhibitors; 340,000 tested, 3.4% active; AID 651820; also: potency is read from the fitted curve at half-maximal effect; % is scaled to controls: 0 for no effect and ±100 for the full control effect
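HCVcc-Cre virus at an moi near 0.5 was added right after compound to cells cultured 4 h from seeding (1,000 cells/well). Luciferase activity was determined 44 h later, 15 min after substrate addition at RT.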
Cycloheximide cs – affects cycloheximide protein synthesis inhibition readout, counter-screen. cell reporter, cycloheximide protein synthesis inhibition counterscreen. max response, %. AID 2314. 300,000 tested, 12% active; in the data active = max response mostly above about 13%, no sharp cut-off; inactive = mostly below about 14%; also: read at 38.3 µM for the half of the compounds with a filed dose; 0% is about no effect
Shiga inhibitor – blocks Shiga toxin action in Vero cells; 290,000 tested, 9.2% active; Vero cells, Shiga toxin protein synthesis inhibition reporter; inhibition, % at 38.7 µM; in the data active = inhibition mostly above about 28%, no sharp cut-off; inactive = mostly below about 43%; also: 0% is about no effect
* = called active by the depositor; ? = inconclusive; . = no result given; & = joins results of further samples; [ ] = dose if it differs, or a comment. Unless noted, calls follow the shape of the dose curve; as a rule, active = well fitted curve in the direction sought with a large enough effect; inconclusive = small, poorly fitted or top-dose-only effect, or another doubt; inactive = no such curve, though single readings can be large; an effect the other way counts as inactive or inconclusive.

Short forms – A = Pf growth 96h; B = Pf growth 48h; C = LmPK inhibitor; D = Tb PYK inh; E = HCV inhibitor; F = Cycloheximide cs; G = Shiga inhibitor
COc1ccc(C(=O)NCc2nnc(SCC(=O)Nc3cccc(F)c3)o2)cc1
  A: 5%	B: 53%[activator]	C: 1%	D: 2%	E: 8%	F: 11	G: -3
CCCCCC(=O)Nc1cccc(C2=NOC3(C2)C[C@@H](C(N)=O)N(C(=O)Cc2ccc([N+](=O)[O-])cc2)C3)c1 (stereo partly specified)
  A: ?	B: ?	C: 6%	D: -1%	E: -13%	F: -3	G: -6
COc1cc(OC)cc(C(=O)NCCOC23CC4CC(CC(C4)C2)C3)c1
  A: 1%	B: -54%	C: 2%	D: -2%	E: ?	F: -3	G: -16
CC(C)CNS(=O)(=O)c1ccccc1C(=O)N1CCCCC1
  A: 87%[activator]	B: 0%	C: 2%	D: -4%	E: 15%	F: -1	G: 2
CN(Cc1ccccc1)c1nc2c(c(=O)[nH]c(=O)n2C)n1CCCc1ccccc1
  A: -31%	B: ?	C: -1%	D: -1%	E: -19%	F: 27*	G: 41
O=C(Nc1ccc2c(c1)C(=O)NC2=O)c1ccc(Cl)s1
  A: 49%[activator]	B: 18%	C: -2%	D: -1%	E: 4%	F: 1	G: -7
CCCCN1C(N)=NC[C@@H]1Cc1ccc(O)cc1
  A: 4.1µM*	B: 10µM*	C: 1%	D: 1%	E: 1%	F: -1	G: 2
Cc1c(NC(=S)/C=C2\N(C)c3ccccc3C2(C)C)c(=O)n(-c2ccccc2)n1C
  A: 1%	B: 2%	C: 2%	D: -19%	E: -2%	F: 2	G: -12
Cc1ccc(S(=O)(=O)/N=C(/Nc2ccc3[nH]c(=O)[nH]c3c2)c2ccccc2)cc1
  A: -12%	B: -21%	C: 1%	D: 2%	E: 0%	F: -2	G: -11
O=C(CSCc1ccccc1)NCCCN1CCOCC1
  A: ?	B: 46%[activator]	C: 0%	D: -4%	E: 8%	F: -1	G: -14
CCn1c(SCC(=O)N2CCOCC2)nc2ccccc21
  A: 29%	B: 20%	C: 4%	D: 6%	E: -8%	F: 0	G: -10
CC(C)NS(=O)(=O)c1ccc(NC(=O)NC2CCCCC2)cc1
  A: ?	B: -7%	C: -5%	D: 5%	E: -1%	F: 14*	G: 20
O=C(c1cccnc1)N1CCN(c2ccc(Cl)cc2)CC1
  A: 54%	B: 20%	C: -6%	D: -25%	E: -9%	F: -3	G: 5
O=C(NC1CCCCC1)c1cc2ccccc2cc1O
  A: 1.9µM*	B: 5.2µM*	C: 1%	D: 0%	E: -28%	F: 24*	G: 34*
COC(=O)c1cc(NC(=O)Cn2c(=O)cnc3ccccc32)cc(C(=O)OC)c1
  A: 6%	B: 32%[activator]	C: 1%	D: 2%	E: 11%	F: -7	G: -9
COc1ccccc1CC(=O)Nc1ccc(F)cc1F
  A: 74%[activator]	B: ?	C: -5%	D: 1%	E: 8%	F: -2	G: 1
COCC(=O)Nc1cc(OC)ccc1OC
  A: .	B: -3%	C: -9%	D: -8%	E: 0%	F: -1	G: -9
Cc1ccc(NC(=O)c2cccnc2C(=O)O)nc1
  A: 17%	B: 31%[activator]	C: 3%	D: 7%	E: 0%	F: -3	G: 4
CCOC(=O)Cn1c(=NC(=O)C2CC2)sc2c(C)cc(C)cc21
  A: 5%	B: ?	C: -4%	D: 7%	E: -10%	F: 3	G: -13
Cc1cccc(C)c1-n1c(C)cc(/C=N\Nc2ccc([N+](=O)[O-])cn2)c1C
  A: -51%	B: .	C: -7%	D: -7%	E: ?	F: 28*	G: 67*
C=CCn1c(CSc2ccc(C)cc2)n[nH]c1=S
  A: 11%	B: 17%	C: -13%	D: 4µM*	E: -11%	F: -1	G: -2
O=C(Nc1ccc(Cc2ccc(NC(=O)N3CCOCC3)cc2)cc1)N1CCOCC1
  A: 4.1µM*	B: ?	C: -1%	D: 2%	E: ?	F: -2	G: 7
CCCNC(=O)CN(C)C(=O)c1n[nH]c2ccccc12
  A: -2%	B: .	C: 11%	D: 0%	E: 11%	F: -5	G: -16
CN(C)CCNC(=O)c1ccc(COCC(F)(F)F)cc1
  A: .	B: 6%	C: 2%	D: -11%	E: 4%	F: -2	G: -3
COc1ccc(-c2cc(C(=O)O)no2)cc1
  A: -17%	B: 16%	C: 3%	D: 3%	E: 0%	F: 4&1	G: 1&-9
CCOC(=O)C(Cc1ccc(NC(=O)/C(=C/c2ccccc2)NC(=O)c2ccccc2)cc1)N1C(=O)c2ccccc2C1=O (stereo unspecified)
  A: ?	B: ?	C: -2%	D: 0%	E: -16%	F: -4	G: -9
CC(C)(C)C(=O)NC1CC2CCCC(C1)N2C(=O)Nc1ccccc1F (stereo unspecified)
  A: 52%[activator]	B: 12%	C: 1%	D: -4%	E: 1%	F: -2	G: .
[O-][n+]1onc2c1CCc1[nH]c(-c3ccccc3)nc1-2
  A: 32%[activator]	B: ?	C: 5%	D: 3%	E: -21%	F: -2	G: -3
COc1cc(NS(=O)(=O)c2ccc(OC)c(OC)c2)cc(OC)c1
  A: .	B: -1%	C: 8%	D: 1%	E: 12%	F: -5	G: -15
Cn1nc(C(F)(F)F)c(-c2ccc(F)cc2)c1NC(=O)c1ccco1
  A: ?	B: ?	C: 2%	D: -5%	E: 11%	F: -1	G: 10

Arranged by count of non-hydrogen atoms (low to high): some entries from above.
Short forms – A = Pf growth 96h; B = Pf growth 48h; C = LmPK inhibitor; D = Tb PYK inh; E = HCV inhibitor; F = Cycloheximide cs; G = Shiga inhibitor
CCOC(=O)Cn1c(=NC(=O)C2CC2)sc2c(C)cc(C)cc21
  A: 5%	B: ?	C: -4%	D: 7%	E: -10%	F: 3	G: -13
CC(C)(C)C(=O)NC1CC2CCCC(C1)N2C(=O)Nc1ccccc1F (stereo unspecified)
  A: 52%[activator]	B: 12%	C: 1%	D: -4%	E: 1%	F: -2	G: .
O=C(Nc1ccc(Cc2ccc(NC(=O)N3CCOCC3)cc2)cc1)N1CCOCC1
  A: 4.1µM*	B: ?	C: -1%	D: 2%	E: ?	F: -2	G: 7

Next part
Short forms – A = Pf growth 96h; B = Pf growth 48h; C = LmPK inhibitor; D = Tb PYK inh; E = HCV inhibitor; F = Cycloheximide cs; G = Shiga inhibitor
CCNC(=O)NNC(=O)C1CC(c2cccnc2)=NO1 (stereo unspecified)
  A: 21%	B: 18%	C: 3%	D: -6%	E: 6%	F: -2	G: -18
CN(C)c1ccc(C(CNS(=O)(=O)c2ccc(F)cc2)c2c[nH]c3ccccc23)cc1 (stereo unspecified)
  A: 0%	B: -18%	C: -4%	D: -6%	E: ?	F: -3	G: -7
COc1ccccc1NS(=O)(=O)c1cccc(-n2c(O)c(C=Nc3ccccc3C(=O)O)c3ccccc3c2=O)c1
  A: -19%	B: -5%	C: 0%	D: -1%	E: -26%	F: 0	G: 32
Cc1ccc2[nH]c(=O)c3cc(C(=O)N(C)C4CCCCC4)sc3c2c1
  A: ?	B: ?	C: -2%	D: 0%	E: 0%	F: 9	G: 9
O=C(NCc1nnc(SCC(=O)N2CCCc3ccccc32)o1)c1ccccc1F
  A: ?	B: 8%	C: 1%[11.5 µM]	D: 5%	E: 5%	F: 8	G: 6
O=C(CCc1ccccc1)N1CCN(c2ccc([N+](=O)[O-])cc2)CC1
  A: -21%	B: -25%	C: 2%	D: -2%	E: -16%	F: 3	G: 0
CS(=O)(=O)Nc1ccccc1C(=O)Nc1ccc2c(c1)OCCO2
  A: 53%[activator]	B: 33%[activator]	C: -7%	D: -11%	E: 1%	F: 15*	G: 46
CCOC(=O)N1CCN(c2c(NCc3cccs3)c(=O)c2=O)CC1
  A: 12µM*	B: .	C: 0%	D: -5%	E: ?	F: -3	G: -40
COc1ccc(-c2noc(CNC(=O)c3ccoc3C)n2)cc1OC
  A: 5%	B: 4%	C: -2%	D: 7%	E: -13%	F: -3	G: 3
CCOc1cc(N2CCOCC2)c(OCC)cc1NC(=O)COc1ccccc1[N+](=O)[O-]
  A: ?	B: ?	C: 0%	D: -1%	E: ?	F: 4	G: -11
CN1CCc2c(OCC(=O)N3CCCc4ccccc43)cccc2C1=O
  A: ?	B: 0%	C: 5%	D: -3%	E: -26%	F: -2	G: -2
Cc1ccc(NC(=O)CN2CCN(c3ccccn3)CC2)cc1S(=O)(=O)N(C)C
  A: ?	B: ?	C: 2%	D: 1%	E: -10%	F: 2	G: 1
O=C(Nc1ccccn1)[C@@H]1CCC(=O)N1C(=O)OCc1ccccc1
  A: 40%[activator]	B: 13%	C: 0%	D: -8%	E: 5%	F: -2	G: -4
CCOC(=O)C1CCN(C(=O)c2cc3cc4ccc(C)cc4nc3o2)CC1
  A: 23%	B: 84%[activator]	C: 0%	D: -12%	E: 4%	F: 30*	G: 45*
O=C(c1cc2nc(-c3ccc(F)cc3)cc(C(F)(F)F)n2n1)N1CCCCC1c1cccnc1 (stereo unspecified)
  A: -51%	B: 3.7µM*	C: 18%	D: -4%	E: 7.9µM*	F: 5	G: -2
Cc1ccc(C(=O)Oc2ccc([N+](=O)[O-])cc2)cc1S(=O)(=O)N1CCCCCC1
  A: 22%	B: 16%	C: 0%	D: 0%	E: 0%	F: 5	G: -11
O=C(Nc1ccc(OCc2ccccc2)cc1)c1cccnc1
  A: -12%	B: .	C: -6%	D: -7%	E: -14%	F: 20*	G: 41*
CCCCOc1ccc(C(=O)N/C(=C/C=C/c2ccccc2)C(=O)NCCO)cc1
  A: 86%[activator]	B: 10%	C: 4%	D: -1%	E: -4%	F: 2	G: -8
c1ccc(-c2cc(N3CCCCC3)nc(-c3ccccc3)n2)cc1
  A: 12%	B: 9%	C: -3%	D: 0%	E: 17%	F: -1	G: 12
CC(C)N(C(=O)CSc1nnc(Cc2ccc3c(c2)OCO3)n1C)C(C)C
  A: 0%	B: -7%	C: 10%	D: 2%	E: 6%	F: 6	G: 11
CC(=O)N1CCOc2ccc(S(=O)(=O)N3C(C)CCCC3C)cc21 (stereo unspecified)
  A: 15%	B: 57%[activator]	C: 1%	D: 4%	E: 11%	F: -3	G: -4
O=c1[nH]cnc2c1c(-c1ccccc1)cn2-c1ccccc1
  A: -17%	B: -5%	C: 6%	D: 14%	E: -1%	F: 2	G: 21
Cc1nc(SCC(=O)NC(=O)NCc2ccco2)nc(C)c1C
  A: 0%	B: ?	C: -2%	D: -20%	E: -4%	F: 8	G: -2
Cc1cccc(-c2nnc(SCCOc3ccc4c(C)cc(=O)oc4c3)o2)c1
  A: 13%	B: .	C: 2%	D: 4%	E: 3%	F: 2	G: 1
Cc1ccc(C2=NS(=O)(=O)N(C)C(C(=O)NC3CCCC3)=C2)cc1
  A: 29%	B: 3%	C: -1%	D: -2%	E: -21%	F: 1	G: -2
CC(C)c1nc2sc3c(=O)n(N)cnc3c2c2c1COC(C)(C)C2
  A: -26%	B: 11%	C: 1%	D: 4%	E: ?	F: 5	G: -12
O=S(=O)(c1ccc(F)cc1)N1CCN(c2ncccn2)CC1
  A: 4%	B: 2.1µM*	C: 3%	D: 1%	E: 16%	F: -2	G: -1
O=C(CSc1ccccc1C(=O)O)Nc1cccc(C(=O)O)c1
  A: 5%	B: 0%	C: 1%	D: 14%	E: 23%	F: -4	G: 14
